# Screening data (PubChem BioAssay)
# TLR9-MyD88 inh: inhibitors of human TLR9-MyD88 binding; Q9NR96+Q99836; CHO BLA complementation TLR9-MyD88, CCF4 FRET ratio; inhibition, % at 4.98 µM; hit rate 0.21% among 340,000;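 active means inhibition above the mean over all tested compounds plus 3 SD, cut at about 21% in these data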;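 further: 0% = DMSO only wells and 100% = clavulanate BLA inhibitor control wells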
# COUP-TFII inh: blocks human COUP-TFII nuclear receptor. AID 686940. inhibition, % at 8.6 µM. P24468. hit rate 0.7% among 370,000. HEK293T NGFI-A luciferase reporter, luminescence;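 active means inhibition above a per-plate cutoff, mean inhibition of test wells between control levels plus 3 SD, cut at about 38% in these data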;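 further: cells cotransfected with COUP-TFII expression vector driving the NGFI-A reporter; 0% = median of COUP-TF2 test wells and 100% = reporter-only cells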
# SRC1 inh: human NCOA1 inhibition. HEK293 GAL4-SRC1 luciferase reporter, luminescence. hit rate 0.12% among 360,000. inhibition, % at 3.6 µM. Q15788;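 active means inhibition above the campaign mean plus 3 SD, with each screening campaign given its own cutoff, cut at about 60% in these data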;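 further: 0% = DMSO treated cells and 100% = gossypol at 36 µM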
# ABHD5-PLIN5 inh: inhibitors of human ABHD5-perilipin-5 interaction | Q00G26+Q8WTS1 | Split G. princeps luciferase complementation, luminescence, 4 h | inhibition, % at 4 µM | hit rate 0.78% among 360,000;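 active means inhibition above the mean inhibition across every tested compound plus 3 SD, cut at about 22% in these data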;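 further: 0% = DMSO only wells and the 100% control is not disclosed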
# LRH-1 inv ag: NR5A2 inverse agonism in reporter assay. O00482. HEK293T StAR-luciferase reporter, LRH-1 transfected, 24 h. inhibition, % at 3.6 µM. hit rate 0.13% among 360,000. AID 602396;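 active means inhibition above the mean inhibition of all tested compounds plus 3 SD, cut at about 73% in these data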;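 further: 0% = DMSO wells and 100% = reporter-only cells lacking LRH-1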
# SRC3 inh: human NCOA3 inhibition | hit rate 0.17% among 360,000 | Q9Y6Q9 | inhibition, % at 3.6 µM | HEK293 GAL4-SRC3 luciferase reporter, luminescence;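 active means inhibition above a per-campaign cutoff, the mean of all compounds plus 3 SD, cut at about 60% in these data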;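 further: 0% = DMSO-treated cells and 100% = gossypol-treated cells at 36 µM; higher means less SRC3-driven luciferase light from the GAL4 reporter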
# Target sequence (Q9Y6Q9 whole entry, looked up, the tested form may be a part): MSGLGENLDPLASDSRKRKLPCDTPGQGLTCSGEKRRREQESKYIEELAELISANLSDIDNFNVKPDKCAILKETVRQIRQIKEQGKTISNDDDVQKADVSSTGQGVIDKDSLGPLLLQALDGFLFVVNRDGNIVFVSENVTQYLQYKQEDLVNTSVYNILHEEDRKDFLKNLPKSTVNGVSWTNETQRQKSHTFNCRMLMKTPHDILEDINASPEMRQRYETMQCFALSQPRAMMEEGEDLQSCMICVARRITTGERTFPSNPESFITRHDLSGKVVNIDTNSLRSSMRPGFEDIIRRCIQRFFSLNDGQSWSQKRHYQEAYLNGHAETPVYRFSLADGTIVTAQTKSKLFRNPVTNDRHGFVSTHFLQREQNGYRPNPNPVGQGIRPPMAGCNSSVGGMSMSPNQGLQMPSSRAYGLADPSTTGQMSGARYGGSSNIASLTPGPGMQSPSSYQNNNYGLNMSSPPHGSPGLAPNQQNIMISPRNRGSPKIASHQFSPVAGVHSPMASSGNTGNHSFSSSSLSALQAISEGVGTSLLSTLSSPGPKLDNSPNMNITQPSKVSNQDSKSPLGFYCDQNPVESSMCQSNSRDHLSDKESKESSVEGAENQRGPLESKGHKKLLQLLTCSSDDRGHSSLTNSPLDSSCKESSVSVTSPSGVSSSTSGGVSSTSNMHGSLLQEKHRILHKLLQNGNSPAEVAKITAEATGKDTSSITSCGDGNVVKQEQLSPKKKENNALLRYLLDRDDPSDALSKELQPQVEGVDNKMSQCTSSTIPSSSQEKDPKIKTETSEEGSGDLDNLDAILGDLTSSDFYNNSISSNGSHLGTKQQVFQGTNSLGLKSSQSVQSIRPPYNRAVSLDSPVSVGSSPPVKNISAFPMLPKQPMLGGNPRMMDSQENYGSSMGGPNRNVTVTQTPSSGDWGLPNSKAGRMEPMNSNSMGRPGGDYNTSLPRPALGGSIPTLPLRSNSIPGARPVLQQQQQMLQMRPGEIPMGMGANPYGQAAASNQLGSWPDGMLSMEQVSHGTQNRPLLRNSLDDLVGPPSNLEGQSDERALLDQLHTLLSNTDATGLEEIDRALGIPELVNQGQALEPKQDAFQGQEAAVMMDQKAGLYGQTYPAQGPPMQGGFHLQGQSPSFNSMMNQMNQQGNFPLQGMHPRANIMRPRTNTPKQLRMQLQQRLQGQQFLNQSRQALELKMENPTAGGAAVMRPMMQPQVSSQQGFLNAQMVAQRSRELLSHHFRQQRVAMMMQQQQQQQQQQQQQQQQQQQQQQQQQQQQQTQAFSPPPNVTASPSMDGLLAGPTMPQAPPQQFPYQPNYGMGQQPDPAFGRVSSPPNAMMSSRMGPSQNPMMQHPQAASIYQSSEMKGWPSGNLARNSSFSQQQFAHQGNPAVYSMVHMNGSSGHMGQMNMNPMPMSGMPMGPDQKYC
# MC4R barr agon: human MC4R agonism via beta-arrestin; P32245; U2OS MC4R beta-arrestin complementation, luminescence; percent of melanotan II response, DMSO zero; activation, % at 8.9 µM; hit rate 0.98% among 360,000;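 active means activation above a per-plate cutoff, the mean activation of sample wells on that plate plus 3 SD, cut at about 8% in these data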
# LMP1 NFkB inh: reduces LMP1-driven NF-kappaB luciferase signal. LMP1-induced NF-kappaB luciferase reporter cells, luminescence. inhibition, % at 12.5 µM. hit rate 0.69% among 350,000. AID 504558; in the data active means inhibition above about 41%;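 further: 0% = neutral control wells and 100% = reference inhibitor control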
# NOD2-RIPK2 inh: NOD2-RIPK2 protein interaction inhibition; inhibition, % at 4.98 µM; hit rate 0.38% among 360,000; O43353; CHO BLA complementation NOD2-RIPK2, CCF4 ratio; in the data active means inhibition above about 21%;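 further: 0% = vehicle only and 100% = reference blocker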
# SRC2 inh: human SRC2 (NCOA2) inhibition | HEK293 GAL4-SRC2 luciferase reporter, luminescence | AID 651957 | inhibition, % at 9 µM | Q15596 | hit rate 0.17% among 370,000;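 active means inhibition above the mean inhibition of all tested compounds plus 3 SD, set per campaign, cut at about 52% in these data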;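 further: 0% = DMSO treated cells and 100% = cells given Gossypol at 36 µM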
# MC4R antagonist: human MC4R antagonism in cAMP assay. inhibition, % at 6.5 µM. AID 540295. hit rate 0.48% among 360,000. P32245. MC4R-expressing cells, MTII-stimulated cAMP, LANCE TR-FRET;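 active means inhibition above its plate's cutoff, the mean of tested wells on that plate plus 3 SD, cut at about 29% in these data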;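 further: 0% = Melanotan II alone and 100% = Melanotan II plus saturating MCL0020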
#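 System: U2OS-MC4R stable cell line; Technique: Eu-cAMP/anti-cAMP TR-FRET, emission 671 nm; Repeats: single well per compound; Also added: Melanotan II; Dosing: one concentration, 6.5 µM nominal; Schedule: 30-min compound, 1-h challenge, 1-h detection, room temperature.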
# The depositor's hits bear a star; . = no result given. This is a subset, so the mix of outcomes need not match the whole.
# Start of the data: the first three records as a preview:
1. CCOc1ccc(N2C(=O)CC(SC(=NC)Nc3ccc(F)cc3)C2=O)cc1 (stereo not given)
2. CC(C)(C)NC(=O)C(c1ccc(-c2ccccc2)cc1)n1c(=O)c(-c2ccccc2)nc2ccccc21 (stereo not given)
3. O=C(c1ccccc1)N1CCN(c2ncnc3c(-c4ccccc4)nsc23)CC1

compound no.	1	2	3
TLR9-MyD88 inh	-2	.	-5
COUP-TFII inh	0	11	-33
SRC1 inh	-14	.	-25
ABHD5-PLIN5 inh	3	-1	1
LRH-1 inv ag	2	-41	-32
SRC3 inh	11	.	-29
MC4R barr agon	-0.3	.	-0.7
LMP1 NFkB inh	-5	.	-8
NOD2-RIPK2 inh	1	-21	-7
SRC2 inh	-2	-22	-39
MC4R antagonist	15	.	1

# The whole of this part, repeating the preview:
1. CCOc1ccc(N2C(=O)CC(SC(=NC)Nc3ccc(F)cc3)C2=O)cc1 (stereo not given)
2. CC(C)(C)NC(=O)C(c1ccc(-c2ccccc2)cc1)n1c(=O)c(-c2ccccc2)nc2ccccc21 (stereo not given)
3. O=C(c1ccccc1)N1CCN(c2ncnc3c(-c4ccccc4)nsc23)CC1
4. CCCCc1ccc(S(=O)(=O)NCCCN2CCCC2=O)cc1
5. CCOc1cccc(C(=O)N(Cc2ccco2)C2CCS(=O)(=O)C2)c1 (stereo not given)
6. N/C(=N\OC(=O)COc1ccc(Cl)cc1)c1cccnc1
7. CCCCc1nc2ccccc2c(NC(=O)CN2CCCC2)c1CCC
8. O=C(N1CCOCC1)C1(S(=O)(=O)c2ccccc2)CC=CC1

compound no.	1	2	3	4	5	6	7	8
TLR9-MyD88 inh	-2	.	-5	3	10	-1	-8	4
COUP-TFII inh	0	11	-33	14	4	-8	-5	-2
SRC1 inh	-14	.	-25	0	-7	-40	-25	1
ABHD5-PLIN5 inh	3	-1	1	-5	2	-2	0	6
LRH-1 inv ag	2	-41	-32	0	6	18	3	25
SRC3 inh	11	.	-29	13	-15	-7	13	7
MC4R barr agon	-0.3	.	-0.7	-2.5	-2.0	-0.1	-0.7	-1.3
LMP1 NFkB inh	-5	.	-8	6	-4	-30	9	1
NOD2-RIPK2 inh	1	-21	-7	-1	9	0	-10	-5
SRC2 inh	-2	-22	-39	18	-4	-26	12	4
MC4R antagonist	15	.	1	2	1	0	-2	0

9. NC1=NC(=O)C(=Cc2ccccc2)S1
10. COc1cc2ccccc2cc1C(=O)Nc1ccc(NC(=O)c2cccs2)cc1
11. Cc1cc(C(=O)N2CCCC(Nc3ccc(C)c(C)c3)C2)nc(C)n1 (stereo not given)
12. Cc1ccc(S(=O)(=O)N2CCOCC2)cc1NC(=O)COC(=O)COc1cccc2c1OC(C)(C)C2
13. Cc1ccc(Nc2nc(NCCO)nc3c2cnn3C)cc1Cl
14. CCC(CC)C(=O)Nc1ccccc1NC(C)=O
15. CCn1c2ccccc2c2cc(NC(=O)COC(=O)c3ccc(O)cc3)ccc21
16. O=C(N/N=C1\CCCc2ccccc21)c1ccc([N+](=O)[O-])cc1

compound no.	9	10	11	12	13	14	15	16
TLR9-MyD88 inh	-5	-6	-3	-4	6	0	4	2
COUP-TFII inh	7	15	-2	14	5	12	19	-7
SRC1 inh	-9	5	11	5	-11	5	9	-20
ABHD5-PLIN5 inh	10	3	1	2	2	0	-2	-1
LRH-1 inv ag	16	-13	-18	10	12	16	-16	-14
SRC3 inh	-2	-43	-18	6	7	-1	16	-9
MC4R barr agon	-0.1	-0.2	0.4	-1.5	-1.4	0.4	-3.5	-2.4
LMP1 NFkB inh	-15	20	7	-10	3	3	-22	-11
NOD2-RIPK2 inh	-3	4	-4	8	-12	-9	7	3
SRC2 inh	-29	16	-20	-12	9	24	6	-4
MC4R antagonist	3	-1	4	3	9	0	12	11

17. OC(Cn1cncn1)c1ccc(Cl)cc1 (stereo not given)
18. CSc1nc2c(c(=O)n1-c1ccc(F)cc1)SCC2
19. Cc1ccc(-c2csc(NC(=O)c3ccc(C)o3)n2)cc1
20. Cc1ccc2c(C)nc(SC(C(=O)c3ccccc3)c3ccccc3)nc2c1 (stereo not given)
21. CCN(CC)c1ccc(C(=O)Nc2cccc(F)c2)cc1
22. Cc1ccccc1CSc1nc2c(c(=O)[nH]1)CCC2
23. O=C(NC1CCCCC1)c1[nH]c(C(F)(F)F)nc1-c1ccccc1
24. Cc1ccc(S(=O)(=O)NCC(=O)N2CCN(c3ccccn3)CC2)cc1

compound no.	17	18	19	20	21	22	23	24
TLR9-MyD88 inh	7	-4	-6	-5	-1	2	.	3
COUP-TFII inh	-7	0	14	-9	-21	.	-3	-3
SRC1 inh	-2	-54	-15	6	-102	-100	23	-4
ABHD5-PLIN5 inh	2	2	-5	-2	-5	7	-6	0
LRH-1 inv ag	-3	10	-9	-20	-162	18	0	4
SRC3 inh	-11	1	10	10	-53	7	-2	11
MC4R barr agon	-3.4	-0.8	2.4	-2.2	-0.9	4.9	.	-2.1
LMP1 NFkB inh	-5	-4	-8	4	-50	-2	.	-13
NOD2-RIPK2 inh	-1	1	0	-10	-10	-9	8	-1
SRC2 inh	-4	-5	-16	-8	-18	.	-27	9
MC4R antagonist	4	4	15	-3	2	-5	.	7

25. Cc1ccc(N(CC(=O)NCC2CCCO2)C(=O)CCC(=O)Nc2nccs2)cc1C (stereo not given)
26. Cc1ccc(NN=C2C(=O)OC(C)(C)OC2=O)c(C)c1
27. COc1ccc2sc(-c3ccccc3OC)c(C#Cc3cncn3C)c2c1
28. Clc1ccc(C2=NCCn3nc4ccccc4c32)cc1
29. CS(=O)(=O)NCCNC(=O)c1cc(OCC(F)(F)F)ccc1OCC(F)(F)F
30. Cn1nnnc1SCC(=O)NCCc1ccc(Cl)cc1
31. CC1=NN(c2ccc(C)cc2)C(=O)/C1=C/c1ccc(-c2cc([N+](=O)[O-])ccc2O)o1
32. O=c1c2cc(N3CCOCC3)ccc2[nH]c(=S)n1Cc1ccccc1Cl

compound no.	25	26	27	28	29	30	31	32
TLR9-MyD88 inh	-1	3	-9	10	-7	6	6	2
COUP-TFII inh	3	-17	-3	-4	-8	14	1	7
SRC1 inh	13	-107	-9	-17	8	0	1	8
ABHD5-PLIN5 inh	-3	0	10	0	-2	0	-7	4
LRH-1 inv ag	-8	-59	12	10	7	-1	7	2
SRC3 inh	-9	-79	3	2	14	14	-12	8
MC4R barr agon	-2.5	-0.1	8.6*	-0.3	-0.2	-0.3	-2.0	-0.4
LMP1 NFkB inh	-2	-13	-16	-2	11	-8	-10	-6
NOD2-RIPK2 inh	1	-2	3	7	-11	14	1	2
SRC2 inh	1	-33	-26	-2	-22	-9	18	-39
MC4R antagonist	2	11	12	-2	4	3	8	6

33. Clc1ccc(-c2ccnc3nc(N4CCOCC4)nn23)c(Cl)c1
34. COc1ccc(NC(=O)CN(C)C(=O)c2ccccc2Sc2ncnc3sc(C)c(C)c23)cc1
35. O=Nc1c(O)c2ccccc2c2ccccc12
36. O=C(COc1ncnc2ccccc12)N1CCOCC1
37. CC(C)n1c(NCc2ccc(Cl)cc2)nc2ccccc21
38. O=C(CN1CCCCCC1)N1c2ccccc2Sc2ccc(C(F)(F)F)cc21
39. CCC(=O)Oc1ccc2ccccc2c1CNC(=O)c1ccccc1
40. O=C(c1ccc2c(c1)N(Cc1ccccc1)CCS2)N1CCCCC1

compound no.	33	34	35	36	37	38	39	40
TLR9-MyD88 inh	2	-5	8	4	2	-5	-9	1
COUP-TFII inh	7	-11	31	1	-2	23	16	1
SRC1 inh	-11	-20	6	5	-5	-8	14	-10
ABHD5-PLIN5 inh	3	-3	-28	1	-6	-2	3	8
LRH-1 inv ag	-7	21	41	6	-2	3	5	-6
SRC3 inh	20	-3	19	6	0	-6	11	2
MC4R barr agon	2.2	-0.9	3.6	1.4	-1.0	1.9	-1.7	-1.5
LMP1 NFkB inh	-2	-5	3	1	9	-8	-1	-3
NOD2-RIPK2 inh	-22	5	6	0	2	-6	4	6
SRC2 inh	9	7	52	3	-19	3	-5	-9
MC4R antagonist	17	17	1	-2	16	2	-3	6

41. O=C(NCCC(=O)N1CCCCC1)c1ccccc1Cl
42. O=C1c2ccccc2-c2c1cccc2C(=O)N(CCO)CCO
43. O=C(COC(=O)CNC(=O)C1CCCCC1)Nc1ccc(Cl)cn1
44. COc1ccc(S(=O)(=O)NCCN2CCOCC2)cc1Br
45. COc1ccc(OC)c(CC(=O)Nc2ccc3c(c2)CCC3)c1
46. O=C(NCc1ccco1)c1cc(-c2ccco2)on1
47. CCOc1cc(/C=N/NC(=O)CCc2n[nH]c(=O)[nH]c2=O)ccc1O

compound no.	41	42	43	44	45	46	47
TLR9-MyD88 inh	-3	-7	-4	-1	-4	-1	0
COUP-TFII inh	2	7	-2	21	8	.	4
SRC1 inh	-15	3	-1	-15	-5	-57	4
ABHD5-PLIN5 inh	-3	-6	-1	0	1	-1	6
LRH-1 inv ag	-22	-15	-17	18	14	-73	27
SRC3 inh	17	-15	12	6	6	-43	4
MC4R barr agon	-2.0	-1.0	-1.7	1.0	-0.3	-0.9	0.0
LMP1 NFkB inh	-1	3	11	4	-6	8	1
NOD2-RIPK2 inh	-10	11	1	0	-3	-17	-1
SRC2 inh	-5	-4	13	12	15	.	-13
MC4R antagonist	-1	6	11	18	2	-1	-1

# Sorted by length of the SMILES (descending): five of the compounds above.
47. CCOc1cc(/C=N/NC(=O)CCc2n[nH]c(=O)[nH]c2=O)ccc1O
40. O=C(c1ccc2c(c1)N(Cc1ccccc1)CCS2)N1CCCCC1
42. O=C1c2ccccc2-c2c1cccc2C(=O)N(CCO)CCO
44. COc1ccc(S(=O)(=O)NCCN2CCOCC2)cc1Br
46. O=C(NCc1ccco1)c1cc(-c2ccco2)on1

compound no.	47	40	42	44	46
TLR9-MyD88 inh	0	1	-7	-1	-1
COUP-TFII inh	4	1	7	21	.
SRC1 inh	4	-10	3	-15	-57
ABHD5-PLIN5 inh	6	8	-6	0	-1
LRH-1 inv ag	27	-6	-15	18	-73
SRC3 inh	4	2	-15	6	-43
MC4R barr agon	0.0	-1.5	-1.0	1.0	-0.9
LMP1 NFkB inh	1	-3	3	4	8
NOD2-RIPK2 inh	-1	6	11	0	-17
SRC2 inh	-13	-9	-4	12	.
MC4R antagonist	-1	6	6	18	-1
